IL-2 act = activators of IL-2. IL-2 activation reporter assay, cell-based qHTS; stimulated with anti-CD3/CD4/CD28 beads; in transgenic mouse T cells. activation, % (series mostly up to about 46 µM). actives 0.065% (n = 360,000); in the data active means activation above about 50%; inconclusive means mostly about 30% to 49%; further: 0% is about no effect
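Unstimulated transgenic mouse T cells preincubated 60 min with compound, then stimulated with anti-CD3/anti-CD4-coated beads plus anti-CD28 for 18 h at 37 degrees C. IL-2 response read as EGFP and DsRed fluorescence by plate cytometry.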
GLP-1R inv ag = GLP-1 receptor (human) inverse agonism; P43220; HEK293 GLP-1R CRE-luciferase, luminescence, 24 h; GLP-1R form is constitutively active; Potency, µM (top dose mostly 38.3 µM), for the others: top-dose activity change, negative = inhibition, most hits filed as inhibitors; actives 1.6% (n = 410,000); AID 624417; further: potency means the concentration at half of the fitted maximal effect; on the % scale 0 is the no-effect control and ±100 the full control effect; nearly all actives have a fitted effect of over 55% in size
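Cells are plated, allowed 12 hours at 37 deg C, then treated with compounds for 24 hr before luciferase detection reagent is added and luminescence is read after 12 min at room temperature. The HEK293 line carries constitutively active GLP-1R with a cAMP-responsive reporter.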
EPAC1 ag = EPAC1 (human) agonism. O95398. EPAC1 agonist qHTS, biochemical assay; response scale: 100% = response to 6.5 mM cAMP. Potency, µM (highest dose often 154 µM), for inactives: at the highest dose activation, hits mostly activators. actives 0.073% (n = 360,000). AID 720707; further: potency means the concentration at half of the fitted maximal effect; nearly all actives have a fitted effect of over 60% in size
Target sequence (O95398 whole entry, looked up): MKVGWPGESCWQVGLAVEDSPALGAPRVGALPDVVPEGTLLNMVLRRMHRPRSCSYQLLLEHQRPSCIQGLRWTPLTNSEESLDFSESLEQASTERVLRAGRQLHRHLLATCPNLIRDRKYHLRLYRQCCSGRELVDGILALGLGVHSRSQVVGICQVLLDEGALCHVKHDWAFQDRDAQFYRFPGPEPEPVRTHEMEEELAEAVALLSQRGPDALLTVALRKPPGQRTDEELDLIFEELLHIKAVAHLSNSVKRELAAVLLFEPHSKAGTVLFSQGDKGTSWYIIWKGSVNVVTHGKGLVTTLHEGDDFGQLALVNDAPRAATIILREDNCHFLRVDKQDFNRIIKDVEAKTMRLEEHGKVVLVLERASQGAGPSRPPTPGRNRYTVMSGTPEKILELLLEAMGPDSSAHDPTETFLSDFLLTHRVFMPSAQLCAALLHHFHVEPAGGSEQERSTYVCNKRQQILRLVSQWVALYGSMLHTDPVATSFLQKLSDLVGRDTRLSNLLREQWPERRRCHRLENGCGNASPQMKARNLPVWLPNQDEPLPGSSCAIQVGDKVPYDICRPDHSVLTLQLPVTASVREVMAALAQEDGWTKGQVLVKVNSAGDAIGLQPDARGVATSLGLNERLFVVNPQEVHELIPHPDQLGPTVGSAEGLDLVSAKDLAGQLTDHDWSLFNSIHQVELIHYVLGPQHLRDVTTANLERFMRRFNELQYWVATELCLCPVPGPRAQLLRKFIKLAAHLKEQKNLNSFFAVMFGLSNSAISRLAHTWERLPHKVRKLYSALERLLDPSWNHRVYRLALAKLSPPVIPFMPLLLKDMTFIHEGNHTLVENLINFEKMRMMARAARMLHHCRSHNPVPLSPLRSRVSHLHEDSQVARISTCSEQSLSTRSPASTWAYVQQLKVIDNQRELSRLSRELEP
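Nucleotide exchange by EPAC1 (100 nM) on Rap1B–BODIPY-GDP (250 nM) in the presence of 50 uM GDP is tracked fluorescently at 480/540 nm over 30 min. Signals are normalized to a 6.5 mM cAMP control.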
PI5P4K alpha inh = inhibitors of human PI5P4K alpha; P48426; PI5P4Kalpha enzyme, ADP-Glo luminescence, 60 min; hits give low values; max response, %; actives 1.2% (n = 330,000); AID 652105; active means max response of -50% or lower; inconclusive means between -30% and -50%; inactive means -30% or higher; further: value at the top dose of about 77 µM; on the % scale 0 is the no-effect control and ±100 the full control effect
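Luminescence from ADP-Glo served as readout of PI5P4Kalpha activity in a qHTS format. Reaction: enzyme, substrate, compound, ATP at 5 microM final, 60 min at RT.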
EPAC1 antag = antagonists of human EPAC1; actives 0.14% (n = 360,000); O95398; Potency, µM (top dose mostly 115 µM), for the others: at the top dose activity change, negative = inhibition, usual class: inhibitors; EPAC1 GEF assay, Rap1b-BODIPY-GDP exchange fluorescence;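 further: potency means the concentration at half of the fitted maximal effect; plate controls were vehicle for no effect and positive control for full effect; nearly all actives have a fitted effect of over 50% in size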
GLP-1R agonist = activates the human GLP-1 receptor; actives 0.007% (n = 380,000); P43220; Potency, µM (highest dose often 45.6 µM), without a hit: at the top dose activation, usual class: activators; HEK293 GLP-1R CRE-luciferase, luminescence, 4-6 h; cells express a hypersensitive GLP-1R form; further: potency means the concentration at half of the fitted maximal effect; % of control where 0% means no effect
PLK1 PBD inh = inhibitors of human PLK1 polo-box domain binding. Plk1 PBD binding of FITC phosphopeptide, fluorescence polarization. Potency, µM, without a hit: max response, negative = inhibition, actives largely listed as inhibitors. actives 2.8% (n = 360,000). AID 720504; further: potency means the concentration at half of the fitted maximal effect; series mostly up to about 57 µM; on the % scale 0 is the no-effect control and ±100 the full control effect; nearly all actives have a fitted effect of over 65% in size
HEK293 tox = cytotoxic in the GLP-1 receptor inverse agonist counter-screen; Potency, µM (series often up to 38.3 µM), for inactives: at the top dose activity change, negative = inhibition, actives largely listed as inhibitors; HEK293 cAMP-luciferase reporter cells, luminescence, 24 h; actives 0.13% (n = 410,000);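 further: loss of luciferase light is scored as toxicity; potency means the concentration at half of the fitted maximal effect; on the % scale 0 is the no-effect control and ±100 the full control effect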
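Cells in DMEM/10% Nu serum/1% pen-strep, 1536-well format. Pre-incubated 12 h, dosed with 23 nL compound, incubated a further 24 h. Luciferase detection, 12 min at room temp, luminescence.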
PTHR1 ag = PTHR1 (human) receptor agonism | HEK293 GP2 PTHR1 cells, GloSensor cAMP luminescence, 1 h | Potency, µM (series often up to 115 µM), for inactives: at the highest dose activation, actives largely listed as activators | actives 0.075% (n = 410,000); further: potency means the concentration at half of the fitted maximal effect; nearly all actives have a fitted effect of over 55% in size; some results filed as inactive show a strong effect at the top dose; inactives centre near -15; many of its hits are not listed in these tables
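HEK-293-derived GP2 cells expressing PTHR1 and a GloSensor cAMP reporter, 3,000/well, plated overnight, given luciferin plus IBMX (each 0.5 mM as added) for 1 h at 37 °C, then compound for 1 h at 37 °C. Luminescence was read after 15 min at room temperature.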
* marks the source's active call; other numbers are inactive results; [ ] = dose if it differs, or a comment. Unless noted, the call rests on the fitted dose curve; in most records, active means well fitted curve in the direction sought with a large enough effect; inconclusive means small, poorly fitted or top-dose-only effect, or another doubt; inactive means no such curve, though single readings can be large; an effect the other way counts as inactive or inconclusive.

COc1ccccc1NC(=O)c1ccc(NC(=O)c2cc3c(s2)CCC3)cc1 was read as IL-2 act -0.3, GLP-1R inv ag -4%, EPAC1 ag 15%, PI5P4K alpha inh -8, EPAC1 antag -20%, GLP-1R agonist 0%, PLK1 PBD inh -16%, HEK293 tox 2% and PTHR1 ag -36%[inhibitor].
Screening O=C(NCCc1ccc(F)cc1)C1CCCCC1 returned IL-2 act 1.7, GLP-1R inv ag 1%, EPAC1 ag -2%, PI5P4K alpha inh 0, EPAC1 antag 1%, GLP-1R agonist 10%, PLK1 PBD inh -17%, HEK293 tox 9% and PTHR1 ag -24%.
Screening CCOC(=O)CSc1ncnc2c1cnn2-c1ccc(C)cc1C returned IL-2 act 1.4, GLP-1R inv ag 1%, EPAC1 ag 5%, PI5P4K alpha inh -6, EPAC1 antag 1%, GLP-1R agonist 7%, PLK1 PBD inh -12%, HEK293 tox 5% and PTHR1 ag -23%.
COc1ccc(COC(=O)c2ccc(N3CCCC3=O)cc2)cc1F was read as IL-2 act -0.7, GLP-1R inv ag 64%[activator], EPAC1 ag 18%, EPAC1 antag -6%, GLP-1R agonist 18%, PLK1 PBD inh -6%, HEK293 tox -7% and PTHR1 ag -31%[inhibitor].
CCOc1cc(/C=N\NC(=O)c2c(C)nc3ccccn23)ccc1O was read as IL-2 act -0.6, GLP-1R inv ag 35%[activator], EPAC1 ag 0%, PI5P4K alpha inh -1, EPAC1 antag 5%, GLP-1R agonist 0%, PLK1 PBD inh 2%, HEK293 tox -5% and PTHR1 ag inactive.
Cc1ccc(-n2nc3c(=O)n(CC(=O)NCc4ccccc4Cl)nc(C)c3c2C)cc1 was read as IL-2 act -2.5, GLP-1R inv ag 7%, EPAC1 ag -1%, PI5P4K alpha inh 0, EPAC1 antag 0%, GLP-1R agonist -3%, PLK1 PBD inh 2%, HEK293 tox -9% and PTHR1 ag inactive.
`O=C(O)CC1(CC(=O)Nc2ccc(Br)cc2)CCCCC1` gave IL-2 act -0.8, GLP-1R inv ag -3%[7.66 µM], EPAC1 ag 1%, PI5P4K alpha inh -9, EPAC1 antag -8%, GLP-1R agonist -7%, PLK1 PBD inh 2%, HEK293 tox 0%[7.66 µM] and PTHR1 ag 6%.
For CCOc1ccc(Oc2ccccc2NC(=O)C2=COCCO2)cc1 the results were IL-2 act -4.3, GLP-1R inv ag inconclusive, EPAC1 ag 2%, PI5P4K alpha inh -4, EPAC1 antag -20%, GLP-1R agonist -1%, PLK1 PBD inh 1%, HEK293 tox -11% and PTHR1 ag -12%.
Screening CCN(CC)CCN(Cc1cc2cc3c(cc2[nH]c1=O)OCCO3)C(=S)NCC(C)C returned IL-2 act -1.4, GLP-1R inv ag inconclusive, EPAC1 ag 4%, PI5P4K alpha inh -11, EPAC1 antag 3%, GLP-1R agonist -3%, PLK1 PBD inh 3%, HEK293 tox inconclusive and PTHR1 ag -11%.
`O=C(/C=C/c1ccc2c(c1)OCO2)NCCSCc1c(Cl)cccc1Cl` gave IL-2 act -3.6, GLP-1R inv ag 10µM*, EPAC1 ag 2%, PI5P4K alpha inh -9, EPAC1 antag -1%, GLP-1R agonist -1%, PLK1 PBD inh -17%, HEK293 tox 0% and PTHR1 ag -4%.
N#CC(C#N)=C1C(=O)N(CCN2CCCCC2)c2ccccc21 was read as IL-2 act 1.6, GLP-1R inv ag 17%, EPAC1 ag -24%, PI5P4K alpha inh -3, EPAC1 antag -25%, GLP-1R agonist 3%, PLK1 PBD inh -21%, HEK293 tox inconclusive and PTHR1 ag 14%.
Screening COc1ccc2oc(C)c(C(=O)c3ccccc3)c2c1 returned IL-2 act -1.5, GLP-1R inv ag -10%, EPAC1 ag 15%, PI5P4K alpha inh 0, EPAC1 antag -7%, GLP-1R agonist 19%, PLK1 PBD inh -2%, HEK293 tox inconclusive and PTHR1 ag inactive.
For COc1ccc(S(=O)(=O)N2CCOCC2)cc1NC(=O)CC1CC2CCC1C2 (stereo not given) the results were IL-2 act 0.5, GLP-1R inv ag 3%, EPAC1 ag 11%, PI5P4K alpha inh 1, EPAC1 antag -24%, GLP-1R agonist -2%, PLK1 PBD inh 4%, HEK293 tox 9% and PTHR1 ag -7%.
Screening COc1ccc(/C=C2/SC(=O)N(NS(=O)(=O)c3ccccc3)C2=S)cc1OC returned IL-2 act -0.8, GLP-1R inv ag 0%, EPAC1 ag 1%, EPAC1 antag -12%, GLP-1R agonist 21%, PLK1 PBD inh inconclusive, HEK293 tox inconclusive and PTHR1 ag inactive.
C=CCn1c(-c2cc3cccc(OC)c3o2)n[nH]c1=S was read as IL-2 act -0.9, GLP-1R inv ag -32%, EPAC1 ag -6%, PI5P4K alpha inh inconclusive, EPAC1 antag -25%, GLP-1R agonist 5%, PLK1 PBD inh -18%, HEK293 tox inconclusive and PTHR1 ag inactive.
O=C(NCCc1ccc(Cl)cc1)C1CCN(c2ncccn2)CC1 was read as IL-2 act -0.6, GLP-1R inv ag -14%, EPAC1 ag -4%, PI5P4K alpha inh -7, EPAC1 antag -25%, GLP-1R agonist 6%, PLK1 PBD inh -14%, HEK293 tox -3% and PTHR1 ag -22%.
Screening O=c1[nH]cnc2scc(-c3ccsc3)c12 returned IL-2 act -0.4, GLP-1R inv ag 18%, EPAC1 ag 1%, PI5P4K alpha inh -20, EPAC1 antag -10%, GLP-1R agonist 0%, PLK1 PBD inh -3%, HEK293 tox 3% and PTHR1 ag inactive.
Screening Cc1ccc(-c2cc(-c3nnc(SCC(=O)NCC(C)C)n3N)c3ccccc3n2)cc1 returned IL-2 act 0.6, GLP-1R inv ag inconclusive, EPAC1 ag -18%, PI5P4K alpha inh 9, EPAC1 antag -7%, GLP-1R agonist 10%, PLK1 PBD inh -20%, HEK293 tox -10% and PTHR1 ag -8%.
Screening O=C(O)c1ccc(NC(=S)NC(=O)c2ccc(-c3ccccc3)cc2)cc1 returned IL-2 act 0.0, GLP-1R inv ag 104%[activator], EPAC1 ag 6%, PI5P4K alpha inh -55*, EPAC1 antag -26%, GLP-1R agonist 1%, PLK1 PBD inh inconclusive, HEK293 tox 3% and PTHR1 ag -11%.
For CCCNC(=O)N1CCN(S(=O)(=O)c2ccc3c(ccn3C)c2)CC1 the results were GLP-1R inv ag 1%, GLP-1R agonist 13%, HEK293 tox 18% and PTHR1 ag 10%.
Screening O=[N+]([O-])c1cccc(-c2nc(-c3cccs3)c(-c3cccs3)[nH]2)c1 returned IL-2 act 1.2, GLP-1R inv ag 2.5µM*, EPAC1 ag 7%, PI5P4K alpha inh 9, EPAC1 antag -12%, GLP-1R agonist 1%, PLK1 PBD inh -23%, HEK293 tox 0% and PTHR1 ag -15%[57.5 µM].
CC(C)OCCCN1C(=O)c2ccccc2C1C(=O)NC1CCCCC1 (stereo not given) was read as IL-2 act 2.1, GLP-1R inv ag -7%, EPAC1 ag -3%, EPAC1 antag 4%, GLP-1R agonist 18%, PLK1 PBD inh 1%, HEK293 tox 5% and PTHR1 ag inactive.
`CCC(=O)Nc1cccc(C(=O)/C=C/c2cc(Br)ccc2OC)c1` gave IL-2 act -4.7, GLP-1R inv ag inconclusive, EPAC1 ag 15%, PI5P4K alpha inh 13, EPAC1 antag inconclusive, GLP-1R agonist -19%, PLK1 PBD inh -11%, HEK293 tox inconclusive and PTHR1 ag -30%.
O=[N+]([O-])c1cc(/C=N/Nc2nc3ccccc3[nH]2)c(O)cc1O was read as IL-2 act -0.1, GLP-1R inv ag inconclusive, EPAC1 ag -7%, PI5P4K alpha inh -73*, EPAC1 antag -24%, GLP-1R agonist -4%, PLK1 PBD inh inconclusive, HEK293 tox inconclusive and PTHR1 ag -21%.
C/C(=N\NC(=O)c1ccccc1)c1ccc(N2CCCCC2)cc1 was read as IL-2 act -2.3, GLP-1R inv ag 0%, EPAC1 ag -9%, PI5P4K alpha inh -3, EPAC1 antag 6%, GLP-1R agonist -9%, PLK1 PBD inh 1%, HEK293 tox 3% and PTHR1 ag -2%.
O=C(CN1CCCC1c1cccs1)Nc1cc(S(=O)(=O)N2CCCCC2)ccc1Cl (stereo not given) was read as IL-2 act -0.9, GLP-1R inv ag 0%, EPAC1 ag -1%, PI5P4K alpha inh -4, EPAC1 antag -20%, GLP-1R agonist 9%, PLK1 PBD inh -12%, HEK293 tox 5% and PTHR1 ag -44%[inhibitor].
For CC1=C(C(=O)N2CCOCC2)C(c2ccsc2)C2=C(CCCC2=O)N1 (stereo not given) the results were IL-2 act -1.0, GLP-1R inv ag 0%, EPAC1 ag 4%, EPAC1 antag -9%, GLP-1R agonist -1%, PLK1 PBD inh -12%, HEK293 tox 1% and PTHR1 ag inactive.
`COc1ccc(CCNC(=O)c2ccc(OC)c(OC)c2)cc1OC` gave IL-2 act -0.2, GLP-1R inv ag 4%, EPAC1 ag 10%, PI5P4K alpha inh 6, EPAC1 antag 2%, GLP-1R agonist 19%, PLK1 PBD inh -14%, HEK293 tox 3% and PTHR1 ag -6%.
Screening Cc1cc(C)cc(-n2c(O)c(C=NC3CCS(=O)(=O)C3)c3ccccc3c2=O)c1 (stereo not given) returned IL-2 act -0.4, GLP-1R inv ag 3%, EPAC1 ag 7%, EPAC1 antag -12%, GLP-1R agonist 1%, PLK1 PBD inh -4%, HEK293 tox 19% and PTHR1 ag inactive.
For CCOCCCNCC(=O)Nc1ccc(S(=O)(=O)NC(C)CC)cc1 (stereo not given) the results were IL-2 act 1.2, GLP-1R inv ag -2%[7.66 µM], EPAC1 ag -10%, PI5P4K alpha inh -5, EPAC1 antag 12%, GLP-1R agonist -1%, PLK1 PBD inh 7%, HEK293 tox 5%[7.66 µM] and PTHR1 ag inactive.

Reprinted from the entries so far, two compounds:
CC(C)OCCCN1C(=O)c2ccccc2C1C(=O)NC1CCCCC1 (stereo not given) was read as IL-2 act 2.1, GLP-1R inv ag -7%, EPAC1 ag -3%, EPAC1 antag 4%, GLP-1R agonist 18%, PLK1 PBD inh 1%, HEK293 tox 5% and PTHR1 ag inactive.
`CCC(=O)Nc1cccc(C(=O)/C=C/c2cc(Br)ccc2OC)c1` gave IL-2 act -4.7, GLP-1R inv ag inconclusive, EPAC1 ag 15%, PI5P4K alpha inh 13, EPAC1 antag inconclusive, GLP-1R agonist -19%, PLK1 PBD inh -11%, HEK293 tox inconclusive and PTHR1 ag -30%.

These rows are one share of the data. The share of hits here may be higher or lower than overall.
